# TEAD-YAP block = TEAD-YAP interaction inhibition. HEK-TIYL cells, TEAD-Gal4/YAP UAS-luciferase luminescence. AID 1259422. 640,000 compounds, 1.4% hits. inhibition, % at 9.12 µM; in the data active means inhibition above about 32%;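 further: 0% = median of test compound wells and 100% = reference inhibitor wells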
# MITF primary = blocks human microphthalmia-associated transcription factor. O75030. AlphaScreen MITF homodimerization, bead proximity signal. inhibition, % at 2.6 µM. 650,000 compounds, 0.91% hits; in the data active means inhibition above about 50%;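 further: 0% = vehicle wells with protein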
# FBW7 act = activators of human E3 ligase FBW7; AlphaScreen FBW7–phospho-cyclin E peptide binding, activator screen; AID 1259310; Q969H0; 650,000 compounds, 0.13% hits; normalized activity (activation), % at 26.1 µM; in the data active means normalized activity above about 1.9%;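 further: purified mutant Fbw7 with reduced substrate affinity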
# Target sequence (Q969H0 whole entry, looked up): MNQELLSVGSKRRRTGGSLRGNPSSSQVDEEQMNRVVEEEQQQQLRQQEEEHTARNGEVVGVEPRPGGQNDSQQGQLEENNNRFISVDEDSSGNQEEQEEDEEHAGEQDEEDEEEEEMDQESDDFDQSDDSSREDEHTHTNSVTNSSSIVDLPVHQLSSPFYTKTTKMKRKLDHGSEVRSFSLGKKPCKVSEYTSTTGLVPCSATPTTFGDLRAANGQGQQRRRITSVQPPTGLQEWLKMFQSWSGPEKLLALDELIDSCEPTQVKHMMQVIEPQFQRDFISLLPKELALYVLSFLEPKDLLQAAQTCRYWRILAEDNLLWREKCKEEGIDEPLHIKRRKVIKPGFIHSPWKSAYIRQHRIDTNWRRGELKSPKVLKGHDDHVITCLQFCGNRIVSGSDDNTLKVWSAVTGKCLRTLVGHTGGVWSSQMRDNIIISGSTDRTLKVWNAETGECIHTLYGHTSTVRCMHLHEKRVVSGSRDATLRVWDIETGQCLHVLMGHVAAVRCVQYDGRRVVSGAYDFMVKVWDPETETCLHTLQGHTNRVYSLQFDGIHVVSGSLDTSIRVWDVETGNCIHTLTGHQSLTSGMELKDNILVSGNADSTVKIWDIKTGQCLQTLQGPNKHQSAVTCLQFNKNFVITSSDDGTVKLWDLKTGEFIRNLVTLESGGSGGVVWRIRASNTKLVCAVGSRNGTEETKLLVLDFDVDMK
# GPR151 activ = human GPR151 activation | Q8TDV0 | PathHunter beta-arrestin GPR151 cells, luminescence | activation, % at 11.2 µM | 650,000 compounds, 1% hits | AID 1508602; in the data active means activation above about 4.9%;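 further: 0% = median of compound wells and 100% = cells with positive control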
# * hit, by the source's call; · = no result given; & = joins results of further samples.
SMILES,TEAD-YAP block,MITF primary,FBW7 act,GPR151 activ
Cc1ccc(NC(=O)c2ccc3c(c2)N(CC(=O)Nc2ccccc2)C(=O)C(C)(C)O3)cc1,4,-5,-0.2,-0.2
CCOC(=O)CNC(=O)c1c(-c2c(Cl)cccc2Cl)noc1C,2,3,-0.1,0.0
COC(=O)c1c(C)oc2ccc(NS(=O)(=O)c3ccc4c5c(cccc35)C(=O)N4)cc12,-13,15,0.2,-0.9
COc1ccc(OCCC(=O)OCc2ccc(C#N)cc2)cc1,-10,-6,0.0,-0.6
CCC1CN(CCNC(=O)CCC(F)(F)F)Cc2cc(OC)ccc2O1 (configuration not stated),12,12,0.2,1.1
COc1ccc(OC)c(N2CC(O)(c3ccc(F)cc3)[N+]3=C2SCCC3)c1 (configuration not stated),8,10,-0.1,-0.3
C=CCc1ccccc1OCC(O)CN1CC(C)OC(C)C1 (configuration not stated),-4,6,-0.1,1.5
COC(=O)c1ccc(-c2ccc(/C=C3/NC(=O)N(c4ccccc4)C3=O)o2)cc1,-14,5,0.0,0.2
COc1ccc(-c2cnc3c(N4CCN(C(=O)c5ccco5)CC4)nccn23)cc1OC,-1,-5,-0.3,-0.1
O=S(=O)(c1ccc(C(F)(F)F)cc1)N1CCC(c2nc3ccccc3[nH]2)CC1,4,-5,1.0,-0.4
CC(C)CC(=O)NC(=S)NCCc1ccccc1,2,-8,0.0,0.4
Cc1cccc(NC(=O)N2CCC(C(=O)c3ccc(F)cc3)CC2)c1,-3,-6,-0.1,0.4
O=C(N/N=C\c1ccc(Br)cc1)c1cncc(Br)c1,3,-5,-0.1,-0.7
Cc1ccc(C2CC(=O)c3cnc(N)nc3C2)cc1 (configuration not stated),4,11,0.0,2.5
C=CCOc1ccc(/C(O)=C2\C(=O)C(=O)N(CCN(CC)CC)C2c2ccc(OC)c(OC)c2)c(C)c1 (configuration not stated),-7,-5,-0.1,-0.1
CNC(=O)COC(=O)c1c2c(nc3ccccc13)/C(=C/c1ccc(OC)c(OC)c1)CC2,-50,-5,0.2,-0.4
Cn1c(=NC(=O)c2ccccc2[N+](=O)[O-])sc2cc(S(C)(=O)=O)ccc21,-36,-6,0.0,-1.0
CCOc1cccc(OCCOc2cccc3cccnc23)c1,-9,18,0.1,-0.1
COc1ccc(C2C(C(=O)NC3CCCC(C)C3C)c3ccccc3C(=O)N2c2ccc(OC)cc2)cc1 (configuration not stated),0,16,0.0,-0.3
O=C1C2CCCCC2C(=O)N1CCC(=O)N1c2ccccc2Sc2ccccc21 (configuration not stated),-8,-11,-0.2,0.8
COc1cccc(CC2(CO)CCN(Cc3cccnc3)CC2)c1,-1,-9,0.0,-0.7
O=C(NC1CC1)c1ccc(-c2ncc(C(=O)Nc3ccc(Oc4ccccc4)cc3)s2)cc1,-11,30,-0.1,-1.5
Cc1ccc(C(=O)NNC(=O)CCCCC(=O)NNC(=O)c2ccc(C)cc2)cc1,-3,-14,0.0,0.6
COCCNC(=O)c1ccc2c(c1)nc(C)n2-c1ccc(F)cc1F,-4,4,-0.1,0.2
CC(=O)N(CCC(c1ccc(C)cc1)C1CCOC(C)(C)C1)Cc1ccc2c(c1)OCO2 (configuration not stated),2,-2,0.0,-0.8
O=C(CCCn1c(=S)[nH]c2cc3c(cc2c1=O)OCO3)NCCN1CCCC1,4,10,0.0,-0.6
O=[N+]([O-])c1ccc(C2CC(c3ccc(Br)cc3)=Nc3ccccc3N2)cc1 (configuration not stated),-72,18,-0.2,-0.7
Cc1ccc(C2=NN(C(=O)c3ccc(Br)o3)C(c3ccc(C)cc3)C2)cc1 (configuration not stated),-5,-6,-0.1,-1.3
COC(=O)c1cc(N2C(=O)C3C4C=CC(C)(O4)C3C2=O)ccc1Cl (configuration not stated),10,-7,-0.2,0.9
O=C(Nc1cccc2ccccc12)c1cc2nc(-c3ccc(Cl)cc3)cc(C(F)(F)F)n2n1,4,5,0.2,0.0
COC(=O)c1ccc(CN2CCC(NC3CC4CCC(C3)N4C)CC2)cc1 (configuration not stated),-7,7,0.6,1.4
COC(C(=O)Nc1ccc(OCc2ccccc2)cc1)c1ccccc1 (configuration not stated),-10,5,-0.1,0.1
COc1ccc(S(=O)(=O)N(CCc2ccccc2)CC(=O)NCc2cccnc2)cc1,-3,-6,-0.1,-1.1
CCCCN(C)S(=O)(=O)c1ccc(C(=O)Nc2sc3c(c2-c2nc4ccccc4s2)CCN(C(C)=O)C3)cc1,-4,11,0.2,-1.4
O=C(Nc1ccccc1N1CCCC1)c1cccnc1Cl,11,16,0.5,-0.2
CCc1ccc(OC(=O)c2ccc(F)c(S(=O)(=O)N3CCOCC3)c2)cc1,-3,6,0.0,1.3
CCN1CCc2c(sc(NC(=O)c3ccc([N+](=O)[O-])cc3)c2C(N)=O)C1,-4,10,-0.1,0.5
CCCNc1ccc2ncc(-c3ccc(OC)c(OC)c3)n2n1,34*,-21,0.1,0.2
O=C(O)CCCCCC[C@@H]1C(=O)NC(=O)N1CCC(O)C1CCCCC1 (some centres not stated),·,7,·,-1.1
CC(C)c1nc(N2CCN(C(=O)Nc3ccccc3)CC2)c(C#N)c2c1COC(C)(C)C2,2,3,-0.1,-0.3
CCOc1cc(C2C(C(=O)OC)=C(C)NC3=C2C(=O)CC(c2ccc(Cl)cc2)C3)cc(Br)c1O (configuration not stated),3,5,0.3,-0.9
O=C(N1CCN(c2ccccn2)CC1)C12CC3CC(CC(C3)C1)C2,5,-10,0.0,-0.6
O=C(Nc1ccc(Cl)c(Cl)c1)C1OC2OC3(CCCCC3)OC2C2OC3(CCCCC3)OC12 (configuration not stated),4,8,0.0,-0.2
COc1cc([C@@H]2C[C@H]3CN(C4CCCC4)C(=O)[C@]34CCCN24)cc(Cl)c1O,-17,-6,-0.1,1.5
CCOc1ccccc1-n1c(SCC(=O)c2ccc(Cl)cc2)nc2[nH]ncc2c1=O,-1,25,1.1,-1.1
O=C(NC1CCCC1)c1ccc2c(=O)n(Cc3ccc(Cl)cc3)c(=S)[nH]c2c1,5,3,-0.1,-0.9
COC(=O)C(NC(=O)C1CCCCC1)C(C)C (configuration not stated),-6,5,0.3,1.9
CCOC(=O)c1ccccc1NC(=O)N1CC(C)Sc2ccccc21 (configuration not stated),-7,3,0.0,1.0
COc1ccc(NC(=O)C23CC4CC(CC(C4)C2)C3)c([N+](=O)[O-])c1,-3,12,-0.6,1.2
O=C(Nc1cccc(-c2nnc(-c3ccco3)o2)c1)C(F)(F)F,-44,14,0.2,-2.6

# A draw from above in order of length of the SMILES, lowest first.
SMILES,TEAD-YAP block,MITF primary,FBW7 act,GPR151 activ
COC(=O)C(NC(=O)C1CCCCC1)C(C)C (configuration not stated),-6,5,0.3,1.9
O=C(Nc1cccc(-c2nnc(-c3ccco3)o2)c1)C(F)(F)F,-44,14,0.2,-2.6
O=[N+]([O-])c1ccc(C2CC(c3ccc(Br)cc3)=Nc3ccccc3N2)cc1 (configuration not stated),-72,18,-0.2,-0.7
CCN1CCc2c(sc(NC(=O)c3ccc([N+](=O)[O-])cc3)c2C(N)=O)C1,-4,10,-0.1,0.5
Cn1c(=NC(=O)c2ccccc2[N+](=O)[O-])sc2cc(S(C)(=O)=O)ccc21,-36,-6,0.0,-1.0
O=C(Nc1ccc(Cl)c(Cl)c1)C1OC2OC3(CCCCC3)OC2C2OC3(CCCCC3)OC12 (configuration not stated),4,8,0.0,-0.2

# Entries of single compounds, quoted from the list:
# O=C(Nc1ccc(Cl)c(Cl)c1)C1OC2OC3(CCCCC3)OC2C2OC3(CCCCC3)OC12 (configuration not stated) in the list: TEAD-YAP block: 4; MITF primary: 8; FBW7 act: 0.0; GPR151 activ: -0.2
# O=C(NC1CCCC1)c1ccc2c(=O)n(Cc3ccc(Cl)cc3)c(=S)[nH]c2c1 in the list: TEAD-YAP block: 5; MITF primary: 3; FBW7 act: -0.1; GPR151 activ: -0.9

# Other results follow.
SMILES,TEAD-YAP block,MITF primary,FBW7 act,GPR151 activ
CCc1ccc(-n2nc3ccc(NC(=S)NC(=O)c4oc5ccccc5c4C)cc3n2)cc1,-10,4,0.3,-1.0
Cc1ccc(S(=O)(=O)NC(C(=O)N2CCOCCOCCOCC2)c2ccccc2)cc1 (configuration not stated),3,-2,-0.1,0.7
CN(C)c1ncc(/C=C2/C(=O)NC(=S)N(c3ccccc3F)C2=O)cn1,-9,26,0.9,3.8
O=C(COC(=O)CCCSc1nc2ccccc2s1)NCC(F)(F)F,15,10,0.1,-6.5
O=C(c1cn(-c2ccc(F)cc2F)c(=O)c2ccccc12)N1CCC(Cc2ccccc2)CC1,6,9,0.5,-1.2
COc1nc(-n2nc(C)cc2C)nc(-n2nc(C)cc2C)n1,7,22,0.2,-1.1
O=C(CSc1nnc2c(n1)[nH]c1ccc(Cl)cc12)NCc1ccc2c(c1)OCO2,9,3,0.0,-0.3
COc1ccc(Cl)cc1N(CC(=O)N(C)C)S(=O)(=O)c1ccc(C)c([N+](=O)[O-])c1,-2,-10,-0.1,1.1
CCC(Sc1nc2cc(OC)c(OC)cc2c(=O)n1Cc1ccc(Cl)cc1)C(=O)NCCOC (configuration not stated),-2,7,0.0,1.5
CC(C)(CN1CCCCCC1)NS(=O)(=O)c1cccs1,4,-1,-0.1,0.0
CCOC(=O)c1cnc2nc(NCc3cccc(C)c3)[nH]n2c1=O,2,1,-0.1,4.3
CCOC(=O)C1(CCOC)CCN(Cc2[nH]c3c(C)cccc3c2C)CC1,-1,4,0.2,3.2
CCOC(=O)c1c(NC(=O)OC)sc2c1CCC2,0,-5,-0.2,0.3
COCCCNC(=S)N(Cc1cccnc1)Cc1cc2cc(C)ccc2[nH]c1=O,-2,-1,0.2,-0.2
COc1cccc(NC(=O)CN2CCC(Nc3nc(C)cc(=O)[nH]3)CC2)c1,-1,2,-0.1,1.5
Fc1cccc(CSc2nnc3ccc(-c4cccnc4)nn23)c1,5,0,0.1,-2.1
CCNS(=O)(=O)c1ccc(CCC(=O)Nc2ccc(C(=O)OC)cc2)cc1,2,-18,-0.1,0.2
Cc1ccc(N2CCN(C(=O)c3c(F)cccc3F)CC2)nn1,3,11,0.2,2.5
CCOC(=O)c1c(CN(C)C)n(C)c2ccc(O)cc12,-3,-25,0.0,1.2
COc1ccc(NC(=O)c2ccc(S(=O)(=O)N(Cc3ccccc3)C(C)C)cc2)cc1,7,17,0.2,0.1
Cn1c(CN2CCCCC2)nc2cc(NS(C)(=O)=O)ccc21,13,13,0.7,-0.3
COc1ccc(CCNc2nc(NCCN3CCOCC3)nc3c2ncn3-c2ccccc2)cc1,12,0,-0.1,-1.4
Cc1ccc2c(c1)cc(CN(C(=O)Nc1ccccc1F)C1CCCC1)c1nnnn12,-4,10,-0.1,1.7
O=[N+]([O-])c1cccc(C2=Nc3ccc(Br)cc3ON2)c1,1,8,-0.1,1.2
Cc1cccc(C)c1OCC(C)N (configuration not stated),-3&-4,17&-9&1&12,0.2&-0.1&-0.1&0.1,-0.8&0.6&3.1&-2.3
CCOC(=O)c1c(C)nc(C(Cl)(Cl)Cl)nc1NC(=O)Nc1ccccc1,-4,-13,0.2,-0.9
CSc1cccc(CN2CCCC(CNC(=O)c3cccs3)C2)c1 (configuration not stated),19,16,0.6,-2.8
Cc1cc2c3c(c1)c(O)cc(=O)n3C(C)(C)CC2C (configuration not stated),11,13,0.3,-1.2
O=C(CC1S\C(=N/N=C/C=C/c2ccccc2)NC1=O)Nc1ccccc1F (configuration not stated),1,-11,0.0,7.8*
O=C(NCC1(c2ccccc2)CCOCC1)C1CC12CCN(C1CCSC1)CC2 (configuration not stated),12,2,0.3,-0.8
CCCN(CCC)C(=O)c1ccc(N2C(=O)C3C4C=CC(C4)C3C2=O)cc1 (configuration not stated),-15,3,0.0,-1.0
CCc1nnc(N/N=C/c2cccc(C(F)(F)F)c2)n1N,10,4,-1.8,-1.1
O=C(C1CCCN1S(=O)(=O)c1cccc2cccnc12)N1CCn2c1nc1ccccc12 (configuration not stated),-3,21,0.2,-0.1
Cc1ccc(CC2(CCC(=O)NCc3scnc3-c3ccccc3)CCC(=O)N2)cc1 (configuration not stated),2,1,0.0,-1.0
CN1CCc2cc(C(CNS(=O)(=O)c3ccc(F)cc3)N3CCCCC3)ccc21 (configuration not stated),-3,-1,0.0,-1.6
Nc1ccc(-c2cnc3ccc(NCc4ccco4)nn23)cc1,7,13,1.4,-1.0
O=C1c2ccccc2NC(c2cccc([N+](=O)[O-])c2)N1c1ccc(Cl)cc1 (configuration not stated),-60,-2,0.2,2.1
O=C(COc1ccc(Cl)cc1Cl)N(Cc1ccc(Br)cc1)c1ccccc1I,2,8,0.2,0.5
c1ccc(-c2csc(Nc3ncccn3)n2)cc1,-60,4,-0.1,0.5
Cc1ccccc1NC(=O)C1CCCN1S(=O)(=O)c1cccc2nsnc12 (configuration not stated),-14,-2,-0.2,-0.1
O=C(NCc1cccc(C(F)(F)F)c1)c1cccc(NCc2ccc3c(c2)OCO3)n1,10,-1,-0.2,4.3
CCCN1C2=C(C(=O)CCC2)C(c2ccc(O)c(OC)c2)C2=C1CCCC2=O,-2,0,-0.2,0.8
CC(C(=O)O)N(c1ccc(Oc2ccccc2)cc1)S(C)(=O)=O (configuration not stated),0,-7,-0.2,-0.2
N#Cc1ccc(COC(=O)CNC(=O)c2ccc(-c3ccccc3)cc2)cc1,1,-5,0.1,-0.4
CN(C(=O)CSCc1ccccc1)c1ccccc1,-24,15,0.6,0.5

# From PubChem BioAssay
